Assay outcomes: PubChem BioAssay, NMMLSC
RGS4-Gao reg – modulates binding of RGS4 to human Galphao | Multiplexed bead flow cytometry; actives lie on both sides | 220,000 compounds, 0.33% hits | AID 1415 | binding response (% of control), % at 10 µM | P09471; in the data active = binding response below about 49% or above about 150%; inactive = in between;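 also: fluorescent Galphao activated with aluminum fluoride binding bead-coupled RGS4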
Target sequence (P09471 whole entry, looked up): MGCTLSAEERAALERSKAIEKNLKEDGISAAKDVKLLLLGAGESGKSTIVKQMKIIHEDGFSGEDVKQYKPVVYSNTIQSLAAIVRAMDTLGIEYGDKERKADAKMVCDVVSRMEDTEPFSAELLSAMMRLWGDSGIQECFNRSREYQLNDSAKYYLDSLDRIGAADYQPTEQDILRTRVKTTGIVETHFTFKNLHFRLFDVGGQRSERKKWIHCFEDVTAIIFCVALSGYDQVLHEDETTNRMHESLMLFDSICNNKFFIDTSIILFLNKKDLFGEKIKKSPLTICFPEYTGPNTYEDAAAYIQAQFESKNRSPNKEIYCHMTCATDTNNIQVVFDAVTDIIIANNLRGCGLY
Bim-Bcl-XL – inhibitors of Bim-Bcl-XL interaction, human; Q07817; Bim peptide-Bcl-XL binding, bead flow cytometry, fluorescence; inhibition, % at 10 µM; 190,000 compounds, 0.04% hits; AID 1007
Target sequence (Q07817 whole entry, looked up): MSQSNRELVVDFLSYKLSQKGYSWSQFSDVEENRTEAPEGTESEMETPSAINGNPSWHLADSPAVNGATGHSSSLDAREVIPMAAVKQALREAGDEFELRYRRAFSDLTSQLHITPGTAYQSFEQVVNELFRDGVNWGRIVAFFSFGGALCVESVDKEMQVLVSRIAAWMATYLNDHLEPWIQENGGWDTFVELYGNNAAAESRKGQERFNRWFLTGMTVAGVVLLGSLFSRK
Bim-Bcl-B – inhibitors of Bim-Bcl-B interaction, human | Q9HD36 | bead-based flow cytometry, Bim peptide-Bcl-B binding | inhibition, % at 10 µM | 190,000 compounds, 0.073% hits;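 also: 0% = tracer peptide without compound and 100% = reference inhibitor peptide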
Bcl-W Bim block – inhibitors of Bim-Bcl-W interaction, human. inhibition, % at 10 µM. 190,000 compounds, 0.02% hits. AID 952. bead-based flow cytometry, Bim peptide-Bcl-W binding;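 also: 0% = bound tracer without compound and 100% = peptide blocker; higher means less fluorescent Bim peptide bound to Bcl-W beads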
Target sequence (Q92843 whole entry, looked up): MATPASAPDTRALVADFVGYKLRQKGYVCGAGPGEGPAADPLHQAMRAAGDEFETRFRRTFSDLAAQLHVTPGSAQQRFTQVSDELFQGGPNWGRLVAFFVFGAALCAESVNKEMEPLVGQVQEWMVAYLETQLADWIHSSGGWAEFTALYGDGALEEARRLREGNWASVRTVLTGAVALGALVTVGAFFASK
Bim-Bcl-2 – human Bim-Bcl-2 interaction inhibition | P10415 | Bead-based flow cytometry, Bim peptide-Bcl-2 binding | inhibition, % at 10 µM | 190,000 compounds, 0.06% hits; in the data active = inhibition above about 40%; inconclusive = no clear call, values can overlap the other calls;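 also: 0% = no compound wells with probe peptide and 100% = reference peptide inhibitor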
Target sequence (P10415 whole entry, looked up): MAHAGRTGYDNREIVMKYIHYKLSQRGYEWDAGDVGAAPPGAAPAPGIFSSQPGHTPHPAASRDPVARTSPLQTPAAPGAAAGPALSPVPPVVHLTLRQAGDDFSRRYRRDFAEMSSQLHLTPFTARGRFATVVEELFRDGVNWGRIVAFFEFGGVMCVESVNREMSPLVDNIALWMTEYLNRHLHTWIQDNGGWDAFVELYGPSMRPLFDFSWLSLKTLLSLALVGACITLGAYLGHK
ABCB1 block – inhibitors of human ABCB1 transporter, ABCG2 counter-screen | P08183 | CCRF-Adr cells, JC-1 efflux, flow cytometry | inhibition, % at 6.6 µM | 190,000 compounds, 0.067% hits | AID 1326; in the data active = inhibition above about 40%;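 also: 0% = vehicle and 100% = reference inhibitor; higher value means more JC-1 retained so stronger ABCB1 efflux block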
GSH bead fluor – compound fluoresces at 488/530 nm on GSH beads; GSH beads flow cytometry, compound fluorescence 488/530 nm; hits give high values; fluorescence (KMESF) at 10 µM; 190,000 compounds, 0.25% hits; AID 1776; in the data active = fluorescence above about 89;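 also: glutathione beads carrying GST-tagged Bcl family fusion proteins plus one bare bead set; values are compound well signal with DMSO vehicle wells as background; inactives centre near 16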
Bfl-1 Bim block – disrupts Bim binding to human Bfl-1. 190,000 compounds, 0.12% hits. AID 1008. Bead-based flow cytometry, Bim-Bfl-1 binding inhibition. inhibition, % at 10 µM;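 also: 0% = wells without compound plus tracer and 100% = blocker peptide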
ABCG2 inh – inhibitors of human ABCG2 transporter, ABCB1 counter-screen; Q9UNQ0; AID 1325; 190,000 compounds, 0.1% hits; IgMXP3 cells, JC-1 efflux, flow cytometry; inhibition, % at 6.6 µM;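 active = inhibition above 80%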;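 also: 0% = DMSO and 100% = nicardipine control wells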
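Test system: IgMXP3 cells (ABCG2) mixed with DDAO far-red-labelled CCRF-Adr cells (ABCB1). Reagent: JC-1 transporter substrate. Compound dosing: single test compound dose, 6.6 µM final. Times: 10 min compound exposure, 25 °C. Detection: flow cytometry of retained JC-1 fluorescence. Read-out basis: efflux inhibition in percent versus controls. Controls: nicardipine and DMSO wells.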
RGS7-Gao reg – regulators of human RGS7-Galphao interaction. binding response (% of control), % at 10 µM. AID 1439. P09471. 220,000 compounds, 0.35% hits. Multiplexed bead flow cytometry, RGS7-Galphao binding; actives lie on both sides; in the data active = binding response below about 49% or above about 150%; inconclusive = no clear call, values can overlap the other calls; inactive = in between;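 also: fluorescent Galphao held in activated GDP-AlF4 state binding bead-coupled RGS7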
RGS8-Gao – regulators of human RGS8-Galphao interaction | P09471 | multiplexed bead flow cytometry, RGS8-Galphao binding; actives lie on both sides | response (percent of control binding), % at 10 µM | 220,000 compounds, 0.34% hits | AID 1423; in the data active = response below about 60% or above about 140%; inactive = in between;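 also: Galphao activated as the GDP aluminium fluoride complex binding bead-coupled RGS8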
Numbers without * were called inactive; ? = inconclusive; nt = not tested or not shown. Rule as the data show it, unless noted: active = inhibition above about 40%.

| compound | GSH bead fluor | Bim-Bcl-XL | Bim-Bcl-B | ABCG2 inh | RGS4-Gao reg | RGS7-Gao reg | Bim-Bcl-2 | Bcl-W Bim block | ABCB1 block | Bfl-1 Bim block | RGS8-Gao |
| --- | --- | --- | --- | --- | --- | --- | --- | --- | --- | --- | --- |
| CCCCC(=O)NNC(=S)NC(=O)c1cccc([N+](=O)[O-])c1 | 23 | 0 | 0 | 3 | 100 | 98 | -3 | -2 | 0.2 | 0 | 101 |
| Cc1ccc(-c2nnn(CC(=O)N(C)C3CCCCC3)n2)o1 | 15 | -5 | -4 | 7 | 102 | 103 | 0 | -3 | 0.6 | -5 | 102 |
| O=C(NCc1ccccc1)OCCN1CCN(Cc2ccccc2)CCC1=O | 17 | 0 | -5 | 5 | 102 | 106 | -1 | 0 | 0.1 | -1 | 103 |
| CS(=O)(=O)n1nc(-c2cccnc2)nc1NCc1ccccc1 | 9 | 0 | -2 | 10 | 99 | 102 | -4 | 4 | 0.1 | -2 | 102 |
| O=C(Cc1cccs1)Nc1ccc(N2CCOCC2)cc1 | 13 | -10 | -9 | 5 | 99 | 98 | -7 | -6 | 0.9 | -11 | 98 |
| C=C(C)CNC(=S)N/N=C/c1ccccc1OCC(=O)O | 12 | -6 | -4 | -1 | 108 | 105 | -5 | -4 | -0.2 | -9 | 103 |
| COC(=O)Cc1ccc(NC(=O)c2ccccc2Cl)cc1 | 14 | -3 | -2 | 2 | 102 | 103 | -3 | -3 | 0.3 | -5 | 100 |
| COc1ccc(C2C(C(N)=O)=C(C)Nc3ncnn32)cc1 (configuration not stated) | 13 | 0 | -3 | 2 | 99 | 99 | -6 | 4 | 0.5 | -9 | 101 |
| CSc1nc(C)c(CCOC(=O)c2cccc(Cl)c2)c(=O)[nH]1 | 38 | -9 | 0 | 2 | 86 | 84 | 0 | -3 | 0.2 | -1 | 82 |
| N=C(c1ccc([N+](=O)[O-])cc1)N1CCCCCC1 | 19 | -2 | 0 | 3 | 102 | 102 | -2 | 0 | 0.6 | -3 | 103 |
| N#Cc1cc(N2CCCCC2)c([N+](=O)[O-])cc1C#N | 6 | -3 | -4 | 17 | 101 | 96 | -3 | -3 | 2.1 | -3 | 97 |
| Cc1cccc(C)c1NC(=O)/C(C#N)=C/c1cccs1 | 15 | -2 | 0 | 1 | 99 | 104 | 0 | 0 | 0.5 | -2 | 100 |
| COCCOC(=O)C1=C(C)NC2=C(C(=O)CC(c3cccs3)C2)C1c1ccsc1 (configuration not stated) | 11 | -7 | -10 | -3 | 99 | 103 | -11 | 0 | -4.7 | -10 | 100 |
| c1ccc2c(COn3nnc4ccccc43)cccc2c1 | 33 | -11 | -6 | 3 | 101 | 102 | -8 | 6 | 0.5 | -8 | 102 |
| O=C(CSc1nnc(COc2ccccc2F)n1-c1ccccc1)NCc1ccco1 | 19 | -6 | -6 | 2 | 101 | 97 | -2 | 1 | 1.1 | -9 | 99 |
| COc1ccc(/C=C(/NC(=O)c2ccccc2)c2nc3ccccc3[nH]2)cc1OC | 18 | 2 | 0 | 4 | 104 | 102 | 0 | 1 | 0.9 | 0 | 100 |
| O=C(c1cc(N2C(=O)C3C4CCC(C4)C3C2=O)ccc1Cl)N1CCN(c2ccccc2)CC1 (configuration not stated) | 9 | -5 | -6 | 4 | 98 | 99 | -3 | -5 | nt | -6 | 100 |
| O=c1c(Oc2ccccc2Br)c(C(F)(F)F)oc2c(CN3CCCC3)c(O)ccc12 | 10 | -4 | 1 | -1 | 101 | 102 | -1 | 0 | 0.2 | -1 | 101 |
| COc1ccccc1NS(=O)(=O)c1ccc(NC(=O)CCNC(=O)c2ccco2)cc1 | 15 | -5 | -12 | 28 | 89 | 111 | -11 | -1 | 1.7 | -13 | 96 |
| C=CCOc1c(Br)cc(CNc2ccc(NC(=O)C(C)C)c(OC)c2)cc1OCC | 10 | 2 | -5 | 14 | 102 | 102 | 1 | 0 | 0.8 | 12 | 97 |
| COc1ccc2nc3oc(C(=O)N4CCN(c5ccccc5F)CC4)cc3cc2c1 | 60 | 2 | -6 | 3 | 97 | 95 | -5 | 2 | 0.4 | -6 | 98 |
| O=C(Nc1ccc(Nc2ccccc2)cc1)C1CC1 | 8 | -1 | -3 | -1 | 99 | 93 | 8 | 4 | -0.4 | -7 | 99 |
| CCOC(=O)C1CCCN(C(=O)C2CCN(S(=O)(=O)c3cccs3)CC2)C1 (configuration not stated) | 43 | 0 | -6 | -2 | 104 | 105 | -6 | 0 | -2.0 | -10 | 104 |
| Cc1[nH]nc2c1C(c1ccccn1)N(c1ccc(Br)cc1)C2=O (configuration not stated) | 9 | 0 | 0 | 2 | 94 | 94 | 2 | -1 | 0.3 | 1 | 96 |
| COc1ccc(CCNC(=O)C2CCCN(C(=O)N(C)C)C2)c(OC)c1 (configuration not stated) | 36 | -5 | 2 | 2 | 92 | 92 | -6 | -1 | -0.2 | -1 | 85 |
| Cc1ccc(NC(=O)c2cc(NC(=O)CCCC(=O)O)ccc2Cl)cc1Cl | 14 | -6 | -9 | 0 | 108 | 106 | -7 | 3 | 0.1 | -8 | 106 |
| COC(=O)c1c(NC(=O)C2CC=CCC2C(=O)O)sc(C)c1C (configuration not stated) | 51 | 13 | -5 | 2 | 100 | 102 | -6 | 4 | 0.3 | -15 | 100 |
| CC(C)CCOCC(O)CCC(=O)NNC(=S)Nc1ccccc1 (configuration not stated) | 18 | -9 | -25 | -1 | 102 | 105 | -13 | -5 | -0.2 | -12 | 103 |
| CCOc1ccc(C(=O)NCC(=O)OCc2c(C)noc2C)cc1 | 11 | 2 | 0 | 6 | 96 | 97 | 4 | 0 | 0.2 | 6 | 97 |
| O=C(Oc1ccccc1/C=C\C(=O)c1cc2ccccc2o1)c1cccc(F)c1 | 12 | -1 | 0 | 38 | 97 | 94 | 0 | -4 | -0.6 | -1 | 95 |
| CC(C)C(c1nnnn1Cc1ccccc1)N(Cc1ccco1)Cc1cccs1 (configuration not stated) | 12 | -2 | -4 | 1 | 98 | 96 | -3 | -3 | 0.5 | -2 | 100 |
| Cc1cc(C)c2c(c1)-c1c(ssc1=S)C(C)(C)N2C(=O)CSc1nncn1C | 63 | -1 | -4 | 3 | 97 | 100 | -5 | -5 | 1.5 | -3 | 104 |
| CCN=C1SC(C(=O)Nc2cccc(Cl)c2)CC(=O)N1CC (configuration not stated) | 11 | -4 | 0 | 4 | 104 | 101 | 0 | -2 | 0.6 | 1 | 103 |
| CCOC(=O)Cn1cnc2c(nnn2Cc2ccc(Cl)cc2)c1=O | 11 | -2 | -7 | 0 | 100 | 100 | -9 | 2 | 0.3 | -10 | 104 |
| Nc1nc(-c2ccco2)cs1 | 6 | -4 | -2 | 1 | 99 | 96 | 4 | -4 | 0.4 | 3 | 96 |
| NNC(=O)c1cccc(O)c1 | 13 | 0 | -4 | 9 | 97 | 102 | 0 | -1 | 3.7 | -1 | 97 |
| CC(=O)Nc1ccc(CN2CCN(C3CCCC3)C(CCO)C2)cc1 (configuration not stated) | 15 | -5 | -4 | 7 | 105 | 104 | -3 | -2 | 0.1 | -3 | 99 |
| CCOC(=O)CSc1nnc(C2CCCCC2)n1C | 35 | -10 | -13 | 2 | 105 | 111 | -8 | -2 | 1.5 | -17 | 100 |
| CCCNC(=O)COC(=O)c1ccccc1OCc1ccc(Cl)cc1 | 33 | 0 | -6 | 14 | 102 | 101 | -5 | -3 | 1.2 | -5 | 102 |
| Cc1oc(-c2ccc(Cl)cc2)nc1CN1CCC(C(=O)NCCCN2CCCC2=O)CC1 | 27 | -4 | -10 | 0 | 102 | 114 | -11 | -1 | 0.1 | -9 | 102 |
| O=C(CCc1ccccc1)N/N=C/c1cccc([N+](=O)[O-])c1 | 24 | 1 | -2 | 4 | 101 | 103 | -2 | 4 | 0.5 | -6 | 103 |
| CCOc1ccc(Cl)cc1CN1CCOCC1 | 12 | -2 | -2 | 1 | 99 | 97 | -3 | -1 | 0.3 | -1 | 95 |
| S=C1NCCc2ccc(Cl)cc2C1c1ccccc1 (configuration not stated) | 14 | 1 | 3 | 2 | 100 | 103 | 4 | 2 | 0.6 | 4 | 100 |
| O=C(NCC1CCCO1)C(Cc1ccccc1)N1C(=O)C2C3C=CC(C4CC34)C2C1=O (configuration not stated) | 19 | -2 | -2 | 8 | 103 | 100 | 0 | 0 | 1.4 | -3 | 102 |
| Cc1ccc(/C(N)=N/OC(=O)Cc2cccs2)cc1 | 15 | -2 | 0 | 2 | 101 | 103 | -3 | -2 | 0.2 | 0 | 103 |
| CCc1ccc(OCC2c3cc(OC)c(OC)cc3CCN2C(=S)NCCOC)cc1 (configuration not stated) | 12 | -5 | -6 | 28 | 102 | 101 | -5 | -4 | 3.6 | -3 | 105 |
| Cc1ccc(C)c(NC(=O)CCC(=O)N/N=C2/CC(=O)CC(C)(C)C2)c1 | 20 | 0 | 0 | 16 | 99 | ? | -1 | -1 | 0.2 | -2 | 99 |
| COc1ccc(N)cc1C#N | 17 | -2 | -3 | 2 | 95 | 97 | -1 | 0 | 0.5 | 1 | 100 |
| N#Cc1c(-c2ccccc2)nc(-c2ccccc2)[nH]c1=O | 17 | -1 | 0 | 23 | 102 | 98 | 0 | -3 | 1.1 | -1 | 102 |
| O=C(c1ccco1)N1CCN(C(c2ccccc2F)c2nnnn2Cc2cccs2)CC1 (configuration not stated) | 34 | 0 | -10 | 2 | 100 | 101 | -9 | -3 | 1.6 | -12 | 102 |
| O=C(Nc1ccccn1)c1c(O)c2cccc3c2n(c1=O)CCC3 | 51 | -3 | -2 | 4 | 96 | 96 | 0 | -4 | 0.8 | -6 | 100 |
| CC(NC(=O)CCSc1nc(-c2ccc3c(c2)OCO3)cc(C(F)(F)F)n1)c1ccccc1 (configuration not stated) | 18 | 0 | 2 | 6 | 101 | 99 | -4 | -3 | 1.6 | -1 | 102 |
| COc1ccc(C(=O)COc2ccccc2N2C(=O)C3C4C=CC(C4)C3C2=O)cc1 (configuration not stated) | 62 | -8 | -5 | 6 | 102 | 104 | -8 | 5 | 1.7 | -9 | 101 |
| Cc1cc(C)n(S(=O)(=O)c2ccc(C(C)(C)C)cc2)n1 | 30 | -10 | -9 | 3 | 101 | 103 | -13 | 0 | 0.6 | -15 | 101 |
| CC(NC(=O)c1cc2cc([N+](=O)[O-])ccc2oc1=O)C1CCCO1 (configuration not stated) | 21 | -5 | -3 | 8 | 94 | ? | -1 | -2 | 0.1 | -5 | 94 |
| Cc1cc([N+](=O)[O-])ccc1NC(=S)NC(=O)Cc1ccccc1 | 8 | -4 | -8 | 6 | 103 | 107 | -10 | 0 | 0.4 | -11 | 103 |
